Source: PubChem
M1 ag: human M1 muscarinic receptor agonism. CHO-K1 hM1, Fluo-8 calcium fluorescence, agonist mode; 0% DMSO, 100% acetylcholine EC100. activation, % at 3 µM. 360,000 tested, 0.33% active;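 active = activation above the run's mean compound activation plus 3 SD, cut at about 16% in these data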;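 also: peak over basal fluorescence ratio within a 140 s kinetic read after compound addition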
TAAR1 antagonist: human TAAR1 antagonism. CHO RD-HGA16 TAAR1, Fluo-8 calcium fluorescence, antagonist. Q96RJ0. 360,000 tested, 1.5% active. inhibition, % at 3 µM;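 active = inhibition above a per-plate cutoff, the mean inhibition of test compounds on that plate plus 3 SD, cut at about 49% in these data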;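 also: 0% = DMSO plus EC80 beta-PEA response and 100% = DMSO alone without agonist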
Target sequence (Q96RJ0 whole entry, looked up): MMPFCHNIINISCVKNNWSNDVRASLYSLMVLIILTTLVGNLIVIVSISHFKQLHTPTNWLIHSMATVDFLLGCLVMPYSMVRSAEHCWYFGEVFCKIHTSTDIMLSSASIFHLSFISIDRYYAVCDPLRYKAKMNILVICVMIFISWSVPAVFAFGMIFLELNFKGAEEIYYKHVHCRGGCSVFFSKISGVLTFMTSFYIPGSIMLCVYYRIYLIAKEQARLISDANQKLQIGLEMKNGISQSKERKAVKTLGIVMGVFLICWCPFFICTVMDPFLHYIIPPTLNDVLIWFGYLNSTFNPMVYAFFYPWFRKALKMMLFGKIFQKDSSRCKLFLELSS
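Assay system: CHO-derived RD-HGA16 cells stably expressing human TAAR1 plus Gα16. Timing: 140 s kinetic read after compound, 140 s after agonist. Technique: kinetic Fluo-8 calcium fluorescence measurement. Measure: % inhibition of agonist calcium response.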
CHO parental Ca: counter-screen for OX1R antagonists: effect in parental CHO cells; parental CHO-K1, ATP-induced calcium, Fluo-8 fluorescence; inhibition, % at 5.6 µM; 330,000 tested, 0.63% active;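 active = inhibition above that plate's mean sample inhibition plus 3 SD, cut at about 26% in these data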;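 also: 0% = ATP-challenged DMSO wells and 100% = DMSO wells without ATP; some compounds past the cut are filed as inactive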
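Assay system: parental CHO cells; Read-out basis: percent inhibition of ATP-evoked calcium rise, normalized to controls; Benchmarks: ATP and no-ATP DMSO wells; Compound dosing: single nominal dose of 5.6 µM per compound; Signal: Fluo-8 calcium dye fluorescence; Also added: ATP as calcium-mobilizing challenge; Repeats: singlicate.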
CHO-K1 Ca PAM: nonselective activator or artifact in parental CHO-K1 calcium assay | ATP EC20, Fluo-8 calcium fluorescence; 0% at ATP EC20, 100% at ATP max | activation, % at 3 µM | 360,000 tested, 0.02% active;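 active = activation above the run cutoff, the mean activation of all test compounds plus 3 SD, cut at about 40% in these data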;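 also: peak over basal fluorescence ratio in a 140 s read after ATP addition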
TAAR1 ag: agonists of human TAAR1; activation, % at 3 µM; AID 624467; Q96RJ0; 360,000 tested, 0.99% active; CHO RD-HGA16 TAAR1, Fluo-8 calcium fluorescence; vehicle wells 0%, saturating PEA agonist 100%;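 active = activation above the mean activation of all test compounds in the run plus 3 SD, cut at about 38% in these data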
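Signal – calcium-sensitive Fluo-8 signal, excitation 470-495, emission 515-575 nm · System – RD-HGA16 (CHO) cells co-expressing Gα16 and hTAAR1 · Incubation – 17-24 h seeding, 75 min 37 °C dye, 30 min RT · Compound dosing – 3 µM single concentration · Repeats – no replicates (n 1)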
CHO-K1 Ca antag: M1 antagonist counterscreen hit in parental CHO-K1 cells. ATP-induced calcium, Fluo-8 fluorescence. inhibition, % at 3 µM. 360,000 tested, 0.6% active. AID 602250;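 active = inhibition above a per-plate cutoff, the plate's mean sample inhibition plus 3 SD, cut at about 24% in these data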;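 also: 0% = DMSO plus EC80 ATP and 100% = DMSO alone without ATP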
V1R ag counter: activates human V1a receptor in oxytocin agonist counter-screen. 320,000 tested, 0.25% active. CHO-V1R cells, Fluo-8 calcium fluorescence, agonist mode; 0% DMSO, 100% 3 nM vasopressin. activation, % at 3 µM. P37288;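 active = activation above the mean activation of all tested compounds plus 3 SD, per screening run, cut at about 20% in these data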;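 also: signal is peak over basal fluorescence ratio across a 100 second FLIPR read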
M1 ag parental: nonselective activator or artifact in parental CHO-K1 cells; Fluo-8 calcium fluorescence; scaled to maximal ATP response, vehicle zero; activation, % at 3 µM; 360,000 tested, 0.48% active; AID 602248; in the data active = activation above about 15%;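 also: untransfected CHO-K1 host cells lacking M1 receptor as counterscreen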
OXTR potentiate: potentiators of human oxytocin receptor; 320,000 tested, 0.061% active; AID 2445; CHO-OTR cells, Fluo-8 calcium fluorescence, potentiator mode; 0% = oxytocin EC15, 100% = EC100; P30559; activation, % at 3 µM;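 active = activation above that plate's cutoff, the mean activation of tested compounds plus 3 SD, cut at about 6.6% in these data, passing the limit was not always enough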;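 also: 100% uses oxytocin at 75 nM as the full agonist control; some results filed as inactive read as strong as hits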
Target sequence (P30559 whole entry, looked up): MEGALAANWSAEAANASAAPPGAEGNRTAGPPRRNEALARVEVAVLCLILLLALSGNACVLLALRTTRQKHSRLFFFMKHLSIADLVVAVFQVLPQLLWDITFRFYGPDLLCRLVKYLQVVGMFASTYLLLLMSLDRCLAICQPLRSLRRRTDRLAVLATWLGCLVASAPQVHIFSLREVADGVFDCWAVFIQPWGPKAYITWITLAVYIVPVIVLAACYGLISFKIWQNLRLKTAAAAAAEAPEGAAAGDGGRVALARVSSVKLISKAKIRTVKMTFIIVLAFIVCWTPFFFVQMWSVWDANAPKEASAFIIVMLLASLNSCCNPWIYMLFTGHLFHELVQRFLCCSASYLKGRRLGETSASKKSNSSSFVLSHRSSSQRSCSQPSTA
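Assay system: CHO cell line stably expressing human OTR | Also added: Oxytocin at about EC15, sub-maximal agonist stimulus | Times: Compound 6 min at room temperature before oxytocin, 100 s read | Measured by: Fluo-8 intracellular calcium fluorescence, ex 470-495, em 515-575 nm | Controls: EC15 oxytocin alone as 0%, 75 nM oxytocin as 100%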
* hit, by the source's call; . = no result given.

SMILES	M1 ag	TAAR1 antagonist	CHO parental Ca	CHO-K1 Ca PAM	TAAR1 ag	CHO-K1 Ca antag	V1R ag counter	M1 ag parental	OXTR potentiate
CO/N=C\c1cc(C(=O)c2ccc(Cl)cc2Cl)cn1C	-12	-5	-17	-8	1	-4	-1.2	2.5	-5
CC(NC(=O)c1ccco1)C12CC3CC(CC(C3)C1)C2 (stereo unspecified)	-5	-2	-5	6	6	-5	-0.7	3.5	-1
CC1CCN(C2=NC(=O)/C(=C/c3cccc(O)c3)S2)CC1	-1	17	-17	15	2	-15	0.8	1.3	-6
Cc1ccc(NC(=O)C2CCCN2C(=O)c2cccs2)c(C)c1 (stereo unspecified)	1	0	-10	-8	-1	-8	-0.6	0.1	-3
CCS(=O)(=O)N1CCCC(C(=O)Oc2ccc(Br)cc2)C1 (stereo unspecified)	-1	-6	-8	10	1	-3	1.0	0.7	-4
COC(=O)c1ccc(CO/N=C/c2ccc(OC)cc2)o1	-7	-9	3	-2	-2	5	-0.4	0.6	1
Cc1ccc(-c2cc(C(=O)NNC(=O)c3csc(N4CCOCC4)n3)c3ccccc3n2)cc1	3	43	-14	-14	14	-8	2.5	4.0	-2
CC1CCc2nn(CC(=O)NC3CCCC(C)C3C)cc2C1 (stereo unspecified)	-4	-2	-12	15	0	1	-0.8	0.5	-5
CC1CN(c2nc3ccccn3c(=O)c2/C=C(\C#N)C(N)=O)CC(C)O1 (stereo unspecified)	-4	-9	2	12	1	-5	1.9	1.0	0
CCOC(=O)c1c(/N=C/C2C(=O)CC(C)(C)CC2=O)sc(C)c1C	-8	0	-4	9	2	3	-1.0	0.3	1
O=C(Cc1ccccc1)NN1C(=O)/C(=C/c2ccc(C(=O)O)cc2)SC1=S	-1	-10	-2	17	3	-8	1.2	0.1	-17
O=C(Nc1ccc(OC(F)(F)F)cc1)C1CCCN(C(=O)c2ccc(Cl)cc2)C1 (stereo unspecified)	1	27	-19	-14	2	14	8.2	20*	-9
Cc1cc(C)cc(NC(=O)NCc2ccccn2)c1	0	4	0	12	1	-7	-0.2	1.0	-5
CC1CCc2cc(F)ccc2N1C(=O)CSc1nnc2c(n1)[nH]c1ccc(F)cc12 (stereo unspecified)	-5	36	-16	16	7	-4	1.1	1.0	-6
O=C(COC(=O)CCC(=O)c1cccs1)NC1CC1	-2	13	10	-5	1	-2	-1.4	16*	-8
CC1CCc2c(c3ccccc3n2C(=O)CCl)C1 (stereo unspecified)	-4	-6	-12	-11	-2	-5	-0.7	-0.3	1
Cc1ccc(C)c(S(=O)(=O)N=Nc2c(O)[nH]c3ccccc23)c1	-7	3	2	13	8	-7	0.4	0.3	-3
O=c1c(C=NCCCO)c(-c2ccccc2)[nH]n1-c1nc2ccccc2s1	-4	7	-34	9	2	-15	-0.8	1.2	-9
Cc1c(Cl)ccc2c(C(=O)O)cc(-c3ccccc3)nc12	-4	0	-15	9	-2	-19	0.6	0.0	1
O=S1(=O)[C@H]2C[C@H](CO)O[C@@]2(CO)CN1Cc1ccc(-c2cccc(Cl)c2)cc1	-1	-3	-10	6	4	-12	.	2.1	.
Cc1noc(C)c1COC(=O)[C@@H](NC(=O)c1ccccc1Cl)C(C)C	-9	15	-23	2	2	-1	0.7	0.4	-5
CCCn1c(=O)c(-c2ccccc2)c(O)c2ccccc21	-2	-5	9	20	10	-22	0.6	-0.4	-8
CC1=C(CCN2CCN(C(C)C)C(CCO)C2)C(C)(C)CCC1 (stereo unspecified)	-13	10	-12	16	3	-15	0.2	1.5	-2
Cc1cc(=O)[nH]c(SCC(=O)Nc2ccc(S(=O)(=O)N3CCOCC3)cc2)n1	-4	-29	0	14	0	-9	1.4	1.6	2
CN(C(=O)/C=C/c1ccc(F)cc1)C1CCCCC1	-7	-31	-16	0	0	11	-1.6	-0.3	-5
Cc1ccccc1C(=O)NNC(=O)c1ccc2nc[nH]c2c1	-1	8	-4	14	0	13	0.9	0.1	-3
CC(C)N1CCc2c(sc(NC(=O)c3ccc(S(=O)(=O)N4CCc5ccccc54)cc3)c2C(N)=O)C1	-5	.	14	1	.	17	8.0	4.2	-6
CC(=O)c1sc(NC(=O)c2ccccc2F)nc1-c1ccccc1	-4	6	-6	15	6	-9	-0.4	0.0	-5
CCOc1ccc(-c2c(C(=O)N/N=C/c3ccc(OC(C)C)cc3)nnn2-c2nonc2N)cc1	21*	6	-19	29	116*	-2	23*	5.6	8
CN(C)CCOc1nc(-c2ccccc2)nc2c1oc1ccccc12	-3	9	-2	-3	13	4	3.5	0.7	-7
CCCCOC(=O)c1cccnc1	1	-12	-6	12	5	-3	0.6	0.5	-1
CCCCN1C(=O)C(CC(=O)NC2CCCC2)CC(C(=O)N2CCCCCC2)=C1C (stereo unspecified)	.	-2	.	6	0	-8	.	-0.2	.
Cc1ccc(-c2nc(SCC(=O)NCC3CCCO3)c(-c3ccc(Cl)cc3)[nH]2)cc1 (stereo unspecified)	-5	2	-13	16	0	-6	-0.7	0.2	-2
Cc1ccc(/C=N/NC(=O)c2cc(C)oc2C)o1	-3	9	7	12	10	-1	-1.5	0.0	-9
O=C(NCc1ccco1)C(NS(=O)(=O)c1cccc2nsnc12)c1ccccc1 (stereo unspecified)	-2	2	-29	-2	3	8	-0.7	-0.1	-15
Cc1cc(NC(=O)COC(=O)c2cccc(OCc3ccccc3)c2)no1	-2	14	-9	16	6	0	0.2	2.0	-2
CN(C)c1cccc(C(=O)N2CCCC(CCC(=O)NCc3ccccc3F)C2)c1 (stereo unspecified)	-4	-40	-39	2	2	-9	0.7	1.2	-7
Cc1cc(NC(=O)c2cccc(C)c2[N+](=O)[O-])no1	-2	-5	1	9	1	12	1.9	-0.1	-15
COc1ccc(CN(C)C(=S)Nc2ccc(OC(F)F)cc2)cc1	-3	-13	-14	12	8	-9	3.1	1.4	0
O=C1Nc2ccc(S(=O)(=O)N3CCCC3)c3cccc1c23	0	-4	-6	23	7	-16	0.9	3.6	-7
CC(=O)N1C(=O)C2(C(C#N)=C(N)Oc3c2c(C)nn3-c2ccccc2)c2ccccc21 (stereo unspecified)	-2	21	-22	11	16	-4	0.2	0.4	-10
O=C1C=C(Nc2ccc(O)cc2)CC(c2ccco2)C1 (stereo unspecified)	-5	-4	11	12	8	2	0.7	0.2	-2
CCN(CC)c1ccc2cc(C(N)=O)c(=N)oc2c1	-9	12	-14	10	9	-18	0.8	1.6	-12
Cc1cccnc1NC(=O)C1CCC1	1	.	-7	19	.	-13	0.2	0.2	-17
Cc1ccc(-n2cc(C(=O)c3ccc(F)cc3)nn2)cc1Cl	-2	-7	2	0	12	-10	-0.1	-0.3	-11
Cc1nc2cc(NS(=O)(=O)c3ccc(Br)cc3)ccc2n1C	-5	-6	-8	12	7	-1	4.5	6.4	-12
CN(C#N)c1nccc(-c2cccs2)n1	-2	-5	0	35	-1	-21	-0.9	1.3	-5
CCCCOc1ccc(C(=O)Nc2ccc(C)cc2[N+](=O)[O-])cc1	-4	2	-28	19	1	-8	-0.2	0.2	-1

Next section (4 carried over from the part before).
SMILES	M1 ag	TAAR1 antagonist	CHO parental Ca	CHO-K1 Ca PAM	TAAR1 ag	CHO-K1 Ca antag	V1R ag counter	M1 ag parental	OXTR potentiate
Cc1ccc(-n2cc(C(=O)c3ccc(F)cc3)nn2)cc1Cl	-2	-7	2	0	12	-10	-0.1	-0.3	-11
Cc1nc2cc(NS(=O)(=O)c3ccc(Br)cc3)ccc2n1C	-5	-6	-8	12	7	-1	4.5	6.4	-12
CN(C#N)c1nccc(-c2cccs2)n1	-2	-5	0	35	-1	-21	-0.9	1.3	-5
CCCCOc1ccc(C(=O)Nc2ccc(C)cc2[N+](=O)[O-])cc1	-4	2	-28	19	1	-8	-0.2	0.2	-1
O=C(c1cccs1)N1CCc2ccccc2C1	-10	9	2	9	-1	-14	-0.1	-0.5	-12
O=C(CCC(=O)Nc1ccccc1)N/N=C/c1ccco1	-4	3	-7	10	3	-13	0.3	-0.3	-3
CC(OC(=O)c1cccc(-n2cnnn2)c1)C(=O)NCc1ccccc1 (stereo unspecified)	-2	-3	-8	20	1	-3	0.4	0.1	3
COc1ccccc1CN1C(=O)CCC1(C)C(=O)NC1CCCCCC1 (stereo unspecified)	-7	-6	-1	-2	7	3	-0.7	0.1	0
CC1CCN(C(=O)CCC(=O)N2CC(C)Oc3ccccc32)CC1 (stereo unspecified)	-5	5	-10	13	0	-4	-0.6	0.4	-1
COc1ccc(-c2coc3cc(O)c(OC)cc3c2=O)cc1	-4	-6	-4	16	0	-9	1.6	-0.8	2
COC(=O)C[C@H]1c2ccccc2S(=O)(=O)N1c1cccc(OC)c1	3	1	-5	-20	1	-8	0.8	0.1	-7
COc1ccc(-c2nnc3ccc(SCC(=O)N4CCOCC4)nn23)cc1	0	10	2	7	0	-6	1.1	0.6	-7
CCCc1nnc(NC(=O)CCC(=O)N2CCN(Cc3cc(F)ccc3OC)CC2)s1	-3	-11	-7	-14	1	-3	0.1	1.7	-5
CCOC(=O)c1nn(-c2ccc(C)cc2)cc1O	-3	6	-9	16	-3	1	-1.2	-0.6	2
CC(C)=C(NC(=O)c1ccccc1Br)C(=O)NCCc1nc2ccccc2[nH]1	-1	-23	-18	-19	1	10	-2.1	0.0	-10
CCOC(=O)c1c(SCCN2CCCCC2)n(-c2ccccc2)c(=S)n(-c2ccccc2)c1=O	-7	4	.	16	0	-2	.	-0.1	.
CCOC(=O)c1ccc(S(=O)(=O)N2CCN(CC3CC=CCC3)CC2)cc1 (stereo unspecified)	-7	15	-13	15	1	-9	0.5	0.3	1
COc1ccc(-c2nnc(-c3ccc(C)cc3)o2)cc1	-3	-2	-14	7	14	1	0.7	6.9	2
Clc1ccc(Cn2cccc2C2=NCCO2)cc1	-6	-4	-2	16	27	-14	-1.7	0.3	-3
CCOC(=O)c1[nH]c2ccc(OC)cc2c1NC(=O)c1ccccc1C(=O)O	-2	-23	1	9	4	-3	0.4	1.3	-1
CC(=O)Nc1ccc(NC(=O)CCNC(=O)c2ccccc2Cl)cc1	10	-4	-6	-28	2	16	0.5	0.5	-2
COc1cccc(NC(=O)Nc2c(C)n(C)n(-c3ccccc3)c2=O)c1	-3	5	-9	-12	3	-25	1.1	1.1	-3
